KB-3-1 cytotox: qHTS assay for MDR1-selective chemotherapeutics: Primary screen using the parental adenocarcinoma cell KB-3-1; 400,000 tested, 1.4% active; Potency, µM (highest dose often 46.1 µM), for inactives: at the highest dose activity change, negative = cytotoxic, usual class: cytotoxic; KB-3-1 viability, CellTiter-Glo ATP luminescence, 72 h; also: potency is read from the fitted curve at half-maximal effect; % is scaled to controls: 0 for no effect and ±100 for the full control effect; nearly all actives have a fitted effect of over 60% in size
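KB-3-1 cells, DMEM (no phenol red) + 10% FBS; compound by pin transfer, 72 h, 37 °C. Readout: CellTiter-Glo luminescence after 10 min. Data normalized, curve-fitted.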
DRD3 agonist: qHTS of D3 Dopamine Receptor Agonist: qHTS. D3R DiscoveRx beta-arrestin cells, luminescence, 90 min. D(3) dopamine receptor (Homo sapiens), P35462. max activation, %. 410,000 tested, 0.58% active. AID 652048, 2013; in the data active = max activation above about 30%; also: 0% is about no effect; mostly tested at two doses, the higher about 12 µM
Target sequence (P35462 whole entry, looked up): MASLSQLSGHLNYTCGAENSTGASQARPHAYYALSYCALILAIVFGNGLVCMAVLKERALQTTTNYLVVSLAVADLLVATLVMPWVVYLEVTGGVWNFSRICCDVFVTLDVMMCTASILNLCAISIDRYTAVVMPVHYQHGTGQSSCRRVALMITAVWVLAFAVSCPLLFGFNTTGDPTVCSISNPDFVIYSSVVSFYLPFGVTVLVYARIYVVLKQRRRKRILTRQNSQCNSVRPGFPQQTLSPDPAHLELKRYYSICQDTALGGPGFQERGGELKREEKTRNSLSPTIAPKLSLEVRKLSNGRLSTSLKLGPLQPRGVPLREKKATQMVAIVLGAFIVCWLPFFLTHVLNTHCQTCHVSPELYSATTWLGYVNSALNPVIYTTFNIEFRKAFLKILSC
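Cells at 1500/well, incubated overnight, then treated with pinned compounds (dopamine as control) for 90 min at 37 degrees C. DiscoveRx reagent added for 30 - 60 minutes at room temperature; luminescence read.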
HT1080NT lethal: qHTS for induction of synthetic lethality in tumor cells producing 2HG: qHTS for the HT-1080-NT fibrosarcoma cell line; HT-1080-NT fibrosarcoma viability, CellTiter-Glo ATP luminescence, 48 h; Potency, µM (series often up to 46.1 µM), for inactives: at the top dose activity, negative = less viability, hits mostly cytotoxic; 360,000 tested, 1.6% active;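 also: NT is the 2HG producing partner of a matched IDH1 knockdown line; potency is read from the fitted curve at half-maximal effect; 0% = DMSO-treated cells and -100% = media-only wells without cells; nearly all actives have a fitted effect of over 55% in size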
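Luminescent CellTiter-Glo readout after 48 hours of compound exposure at 37 degrees C defined viability of HT-1080-NT cells. Activity was normalized to DMSO wells and cell-free media wells; concentration-response curves were fitted and assigned curve classes.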
MCF10A rereplic: A quantitative high throughput screen for small molecules that induce DNA re-replication in MCF 10a normal breast cells; MCF 10A DNA re-replication, Hoechst nuclear intensity, 48 h; Potency, µM (highest dose often 46.1 µM), inactives show at the highest dose activity, positive = re-replication, most hits filed as activators; 350,000 tested, 2.9% active; AID 624296, 2012; also: potency is read from the fitted curve at half-maximal effect; % of control where 0% means no effect; nearly all actives have a fitted effect of over 50% in size
HT1080 IDH1KD tx: qHTS for induction of synthetic lethality in tumor cells producing 2HG: qHTS for the HT-1080-IDH1KD cell line. 360,000 tested, 2% active. HT-1080 IDH1 knockdown viability, ATP luminescence, 48 h. AID 686971, 2013. Potency, µM (doses to about 46.1 µM), without a hit: top-dose activity, negative = toxicity, hits mostly cytotoxic;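 also: potency is read from the fitted curve at half-maximal effect; 0% = DMSO wells and -100% = cell-free medium wells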
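Using the IDH1-knockdown HT-1080 line run in the same batch and compound series as the NT line, viability after 48 h at 37 °C was determined by CellTiter-Glo luminescence and expressed as % activity.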
SW480 rereplic: A quantitative high throughput screen for small molecules that induce DNA re-replication in SW480 colon adenocarcinoma cells | SW480 DNA re-replication, Hoechst DNA content imaging, 48 h | 340,000 tested, 1.8% active | Potency, µM (highest dose often 46.1 µM), inactives show top-dose re-replication activation, actives largely listed as activators; also: potency is read from the fitted curve at half-maximal effect; % of control where 0% means no effect; nearly all actives have a fitted effect of over 55% in size
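Treated cells incubate 48 hr (37 C, 5% CO2), are stained 40 min with Hoechst, and nuclear fluorescence is enumerated; a rise in nuclei with high DNA signal marks re-replication.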
IL1B secr inh: qHTS for Inhibitors of Inflammasome Signaling: IL-1-beta AlphaLISA Primary Screen | 360,000 tested, 4.7% active | activity change, % at 57.5 µM | THP-1 LPS/ATP IL-1B secretion, AlphaLISA, 16 h; stronger effect = lower value; in the data active = activity change below about -50%; inconclusive = mostly about -30% to -49%; also: % is scaled to controls: 0 for no effect and ±100 for the full control effect
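Secreted IL-1B measured by AlphaLISA bead assay after 16 h compound exposure of THP-1 cells; compounds (final up to 57.5 uM) added 1 h before LPS (250 ng/mL) and ATP (1.25 mM) stimulation; lower signal means less secretion.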
HEK293 tox: qHTS of GLP-1 Receptor Inverse Agonists: Cytotox Screen. HEK293 cAMP-luciferase reporter cells, luminescence, 24 h. Potency, µM (doses to about 38.3 µM), inactives show at the top dose activity change, negative = inhibition, hits mostly inhibitors. AID 624418, 2012. 410,000 tested, 0.13% active;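 also: loss of luciferase light is scored as toxicity; potency is read from the fitted curve at half-maximal effect; % is scaled to controls: 0 for no effect and ±100 for the full control effect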
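Compound-treated cells are incubated 24 hr at 37 deg C under 5% CO2 after a 12 hour attachment period, then luciferase detection reagent is added and luminescence is measured following 12 min at room temperature; lowered signal indicates toxicity.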
KB-V1 cytotox: qHTS assay for MDR1-selective chemotherapeutics: Primary screen using the drug-selected MDR subline cells KB-V1. AID 1347076, 2019. Potency, µM (top dose mostly 46.1 µM), for inactives: top-dose activity change, negative = cytotoxicity, hits mostly cytotoxic. 400,000 tested, 3.4% active. KB-V1 MDR cells viability, CellTiter-Glo, 72 h; also: potency is read from the fitted curve at half-maximal effect; % is scaled to controls: 0 for no effect and ±100 for the full control effect; nearly all actives have a fitted effect of over 60% in size
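Compound-treated KB-V1 multidrug-resistant cells, 72 h, 37 degrees C; viability by CellTiter-Glo. Fitted qHTS curves give the values.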
* = called active by the depositor; ? = inconclusive; · = no result given; & = joins results of further samples; [ ] = dose if it differs, or a comment. Unless noted, calls follow the shape of the dose curve; as a rule, active = well fitted curve in the direction sought with a large enough effect; inconclusive = small, poorly fitted or top-dose-only effect, or another doubt; inactive = no such curve, though single readings can be large; an effect the other way counts as inactive or inconclusive.

Below each SMILES: KB-3-1 cytotox	DRD3 agonist	HT1080NT lethal	MCF10A rereplic	HT1080 IDH1KD tx	SW480 rereplic	IL1B secr inh	HEK293 tox	KB-V1 cytotox
#1 CC(=O)N1CCCc2cc(S(=O)(=O)NCc3ccccc3Cl)ccc21
 : -7.6%	-12.9	·	·	·	·	·	2.0%	-9.0%
#2 Cc1nn(C)c(Oc2cccc(Cl)c2)c1C=O
 : -0.7%	-2.8	-1.7%	256.4%[0.0737 µM]	0.9%	?	0.2	-3.5%	?
#3 O=C1NC(CCc2ccccc2)C(=O)N1Cc1ccccc1Cl (configuration not stated)
 : 12.6%	13.8	2.2%	-2.2%	0.1%	-4.6%	4.9	-2.6%	16.4µM*
#4 Cc1ccc(S(=O)(=O)NC(=O)c2cc(C)n(-c3cc(S(=O)(=O)N4CCOCC4)ccc3N3CCCC3)c2C)cc1
 : 4.9%	3.1	14.9%	9.3%	-20.5%	0.1%	24.6	9.1%	1.0%
#5 Oc1c(CN2CCOCC2)ccc(CN2CCOCC2)c1O
 : -3.3%	25.1	12.8%	10.9%	4.8%	13.5%	14.4	-13.7%	0.0%
#6 CCCC(=O)N1CCc2cc(OC)c(OC)cc2C1COc1ccc(C(=O)OC)cc1 (configuration not stated)
 : -15.7%	1.8	·	·	·	·	·	0.7%	?
#7 O=c1c2ccccc2ncn1-c1ccc(Br)cc1[N+](=O)[O-]
 : 9.5%	3.8	3.8%	?	0.7%	5.8µM*	82.5	-10.9%	0.7%
#8 CCOc1ccc(CCNC(=O)CN2C(=O)c3cccnc3Oc3ccc(C)cc32)cc1OCC
 : 5.6%&0.9%	-1.1&1.4	-11.1%	3.0%	1.9%	17.7%	12.3	-25.1%&-12.6%	-3.0%&2.5%
#9 O=C(C[n+]1ccc(/C=N/O)cc1)N1CCCCC1
 : -8.7%	-8.0	11.4%	-3.7%	15.8%	-20.5%	29.9	15.3%	?
#10 Fc1c(F)c(F)c(N=Cc2ccc3ncccc3c2)c(F)c1F
 : -19.2%	-0.5	9.5%	-1.9%	12.7%	-6.2%	13.3	9.6%	5.5%
#11 CCn1c(SCC(=O)NC2CCCC2)nnc1-c1cccnc1
 : -6.6%	1.0	3.9%	-14.8%	5.5%	-11.2%	33.9	5.6%	?
#12 NC(=O)CCC(NC(=O)c1ccc(Cl)cc1)C(=O)O (configuration not stated)
 : -9.1%	4.6	-1.3%	-3.6%	-0.5%	-7.5%	17.5	-4.7%	?
#13 CC1=C(C(=O)Nc2ccccc2)C(c2cccnc2)n2ncnc2N1 (configuration not stated)
 : 1.2%	10.1	-6.4%	2.2%	1.0%	-2.3%	-16.0	23.0%	-3.3%
#14 CC(C)(C)OC(=O)N1CCC(C(=O)Nc2cccc(C(=O)NCc3ccccc3)c2)CC1
 : 0.0%	2.7	-16.4%	?	-19.3%	-72.8%[inhibitor]	11.6	-5.2%	0.0%
#15 COc1ccc(C2CC(=O)Oc3c2c(=O)n(C)c2ccccc32)c(OC)c1OC (configuration not stated)
 : 1.0%&2.4%	4.4&1.0	0.7%	4.1%	2.6%	-54.5%[inhibitor]	1.6	0.3%&15.0%	10.3%&1.2%
#16 O=C(NCCC(F)(F)F)C1Cc2c(-c3cccc(F)c3)ccnc2O1 (configuration not stated)
 : 0.0%	3.6	4.0%	·	26.7%	·	-9.4	1.0%	-7.3%
#17 CCc1nnc(SCC(=O)Nc2cccc(C(F)(F)F)c2)c2cc3oc(C)cc3n12
 : 0.0%	5.0	·	·	·	·	·	0.0%	2.5%
#18 O=C(c1ccc(-c2ccc([N+](=O)[O-])cc2)o1)N1CCCC(C(F)(F)F)C1 (configuration not stated)
 : -25.1%	-0.2	-3.4%	14.1%	-1.2%	-5.8%	-52.7*	0.1%	-27.7%
#19 COc1cccc(-c2noc(-c3cc(C(C)C)[nH]n3)n2)c1OC
 : -19.4%	7.8	·	·	·	·	·	-1.2%	3.1%
#20 N#CC1=C2SCN(C3CCCCC3)CN2C(=O)CC1c1c(F)cccc1Cl (configuration not stated)
 : 6.3%	-17.2	·	·	·	·	·	7.0%	?
#21 CCOC(=O)/C(C#N)=C/c1c(N2CCN(C)CC2)nc2ccccn2c1=O
 : 3.9%	3.6	3.1%	1.5%	3.8%	-0.5%	-13.8	-20.0%	5.3%
#22 CCN(CC(=O)NCc1cccs1)C(=O)c1cc(=O)[nH]c2ccccc12
 : 1.3%	-3.4	3.2%	-2.7%	6.1%	-4.6%	-4.6	-9.0%	-5.2%
#23 CCn1c(COc2ccccc2C)nnc1SCC(=O)N1CCN(c2ccccc2)CC1
 : ?	-4.2	?	-3.7%	-22.0%	0.6%	-13.4	-17.1%	8.2µM*
#24 Cc1ccc(NC(=O)Cn2ncc(Cl)c(Cl)c2=O)cc1S(=O)(=O)N1CCCCC1
 : ?	-13.7	?	4.11µM*	?	8.2µM*	-74.7*	?	?
#25 Cc1cccc(Cn2cc(/C=C(/C#N)C(=O)Nc3cccc(Cl)c3)c3ccccc32)c1
 : -13.6%	-14.9	·	·	·	·	·	3.1%	-2.0%
#26 COc1cc(OC)c2c(-c3cccc(-c4ccc(CO)cc4)c3)cc(=O)oc2c1
 : ?	-10.6	?	?	0.517µM*	0.731µM*	5.0	?	2.59µM*
#27 CCOC(=O)c1[nH]c(C)c(C(=O)OCC(=O)NC(C)c2ccc(F)cc2)c1C (configuration not stated)
 : 1.84µM*	-3.5	3.66µM*	?	3.66µM*	9.2µM*	0.0	-16.9%	-15.8%
#28 Nc1nc(SCC(=O)N2N=C3/C(=C/c4ccco4)CCCC3C2c2ccco2)n[nH]1 (configuration not stated)
 : -24.0%	-3.4	-8.5%	14.8%	-9.1%	-2.5%	-6.8	-11.6%	4.3%
#29 COc1ccc(S(=O)(=O)n2ccnc2C)c(C)c1C
 : 21.0%	6.3	9.3%	1.6%	11.0%	77.8%	0.0	2.4%	10.6%
#30 CCCC(=O)c1c[nH]c(C(=O)NCCc2ccccn2)c1
 : 3.1%	3.0	13.5%	-6.9%	14.6%	-8.1%	-3.9	-2.3%	0.2%

Part of the list above, limited to HT1080 IDH1KD tx and MCF10A rereplic:
# | SMILES | HT1080 IDH1KD tx | MCF10A rereplic
24 | Cc1ccc(NC(=O)Cn2ncc(Cl)c(Cl)c2=O)cc1S(=O)(=O)N1CCCCC1 | ? | 4.11µM*
15 | COc1ccc(C2CC(=O)Oc3c2c(=O)n(C)c2ccccc32)c(OC)c1OC (configuration not stated) | 2.6% | 4.1%

Later entries
Below each SMILES: KB-3-1 cytotox	DRD3 agonist	HT1080NT lethal	MCF10A rereplic	HT1080 IDH1KD tx	SW480 rereplic	IL1B secr inh	HEK293 tox	KB-V1 cytotox
#31 O=C(N1CCOCC1)C12CC3CC(C1)CC(n1cnc(Cl)n1)(C3)C2
 : 13.4%	-7.5	-1.3%	-0.8%	0.9%	-1.7%	2.7	3.7%[1.53 µM]	-19.2%
#32 COc1ccc(N=NC2C(=O)N(c3ccccc3)N=C2C)cc1 (configuration not stated)
 : 2.4%	0.3	0.5%	-6.4%	-6.1%	-15.3%	7.0	4.5%	-1.5%
#33 COc1ccc(CCNC(=O)C(C)OC(=O)c2nsc(Cl)c2Cl)cc1OC (configuration not stated)
 : 1.5%	7.3	10.9%	-1.8%	16.4%	-4.2%	44.3	3.0%	18.1%
#34 O=C(CSc1nc2c(cnn2-c2ccc(F)cc2)c(=O)[nH]1)Nc1ccccc1C(F)(F)F
 : -16.6%	7.7	·	·	·	·	·	-17.9%	21.2%
#35 COc1ccc(CN2C(=O)N(c3cccc(C)c3)C(=O)C2CC(=O)Nc2ccc(F)cc2)cc1OC (configuration not stated)
 : 7.2%	-7.0	·	·	·	·	·	8.7%	15.4%
#36 COc1ccc(S(=O)(=O)NCc2ccc3c(c2)cc(C)n3C)cc1
 : 6.4%	-1.3	-9.7%	0.4%	-1.5%	-2.7%	-19.9	-0.3%	13.0%
#37 O=C(NCC1CCN(Cc2ccccc2F)CC1)Nc1ccc(F)c(Cl)c1
 : -20.9%	-18.4	·	·	·	·	·	-8.9%	-23.4%
#38 COc1ccc(S(=O)(=O)N2CCN(CC3CC=CCC3)CC2)cc1 (configuration not stated)
 : -10.0%	-10.4	12.1%	10.1%	-0.3%	-21.7%	-22.9	-6.2%	?
#39 Cc1cc(NC(=O)COCc2cc(-c3ccc(F)cc3)on2)ccc1Br
 : ?	-0.5	·	·	·	·	·	8.1%	-1.9%
#40 CCOC(=O)C(=O)Cc1nc(OCc2ccccc2)cc(OCc2ccccc2)n1
 : 11.9%	4.0	-2.7%	?	-0.8%	14.5%	7.2	17.9%	5.2%
#41 CCN(CC)C(=O)c1[nH]cnc1C(=O)NCC(=O)OC(C)(C)C
 : -20.1%	-6.5	1.3%	5.3%	1.3%	0.6%	6.6	-0.3%	-3.5%
#42 NC(=O)c1ccc(NC(=O)COC(=O)CC2CC3CCC2C3)cc1 (configuration not stated)
 : -7.3%	-13.0	5.5%	-15.4%	-7.5%	-8.3%	-2.6	-11.3%	2.9%

Compound activity deposited in PubChem by National Center for Advancing Translational Sciences (NCATS).
